WRN helicase inh – blocks human WRN helicase. 360,000 tested, 0.46% active. WRN helicase unwinding, fluorescent forked duplex, kinetic. Q14191. AID 651768. Potency, µM (series often up to 114 µM), for the others: at the top dose activity change, negative = inhibition, actives largely listed as inhibitors; note: potency is the fitted concentration of half-maximal effect; % is set by controls: 0 for no effect and ±100 for the full control effect; nearly all actives have a fitted effect of over 55% in size
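Screening of the MLSMR collection measured strand separation of a quenched forked DNA duplex (100 nM) by 20 nM WRN with 2 mM ATP, all final. Compounds were preincubated with enzyme 15 min at room temperature.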
EPAC2 antagonist – antagonists of human EPAC2; Q8WZA2; EPAC2 GEF exchange of Rap1B-BODIPY-GDP, fluorescence; Potency, µM (series often up to 114 µM), for the others: top-dose activity, negative = inhibition, hits mostly inhibitors; 360,000 tested, 0.18% active; AID 720708; note: potency is the fitted concentration of half-maximal effect; % is set by controls: 0 for no effect and ±100 for the full control effect; nearly all actives have a fitted effect of over 45% in size; many of its hits are not listed in these tables
Target sequence (Q8WZA2 whole entry, looked up): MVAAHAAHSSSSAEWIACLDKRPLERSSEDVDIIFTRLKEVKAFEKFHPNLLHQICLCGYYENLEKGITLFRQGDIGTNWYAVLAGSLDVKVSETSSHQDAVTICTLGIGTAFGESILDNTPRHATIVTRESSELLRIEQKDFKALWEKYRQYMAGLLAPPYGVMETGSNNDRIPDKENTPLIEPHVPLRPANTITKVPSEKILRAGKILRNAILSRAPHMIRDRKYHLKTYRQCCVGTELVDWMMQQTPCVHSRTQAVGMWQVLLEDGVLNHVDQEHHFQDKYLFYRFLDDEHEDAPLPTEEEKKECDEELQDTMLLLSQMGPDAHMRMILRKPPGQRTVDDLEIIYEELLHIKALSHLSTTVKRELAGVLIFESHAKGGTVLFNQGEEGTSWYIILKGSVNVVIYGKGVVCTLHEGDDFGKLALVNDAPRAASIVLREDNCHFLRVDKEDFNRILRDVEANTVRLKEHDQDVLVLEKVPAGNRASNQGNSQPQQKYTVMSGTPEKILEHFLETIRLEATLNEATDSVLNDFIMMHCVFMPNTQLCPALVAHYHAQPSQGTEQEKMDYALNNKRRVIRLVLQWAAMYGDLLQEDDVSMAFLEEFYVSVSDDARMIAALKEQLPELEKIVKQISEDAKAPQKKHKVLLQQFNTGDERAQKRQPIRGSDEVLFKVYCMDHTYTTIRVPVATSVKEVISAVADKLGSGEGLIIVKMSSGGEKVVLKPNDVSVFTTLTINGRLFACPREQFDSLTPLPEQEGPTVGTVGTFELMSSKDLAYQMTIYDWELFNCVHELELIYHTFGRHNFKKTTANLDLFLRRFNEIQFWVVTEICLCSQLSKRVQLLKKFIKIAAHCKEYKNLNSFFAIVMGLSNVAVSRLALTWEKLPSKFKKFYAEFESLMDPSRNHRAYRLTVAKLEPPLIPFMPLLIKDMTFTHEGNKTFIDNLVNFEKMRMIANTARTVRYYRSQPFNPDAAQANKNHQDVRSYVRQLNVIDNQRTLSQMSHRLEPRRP
CCT chaperon mod – changes cytosolic chaperonin activity. purified chaperonin ATPase assay, HTRF ADP detection, 30 min. activity change, % (concentration not given with the values), hits read low. 360,000 tested, 0.3% active. AID 651819; in the data active = activity change below about -30%; note: % is set by controls: 0 for no effect and ±100 for the full control effect
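Enzyme 40 or 20 nM (batch-dependent) in Tris pH 7.4/KCl/MgCl2/DTT; cpd 76 uM single point; ATP 10 uM; 30 min 37 °C; Transcreener ADP HTRF detection, 30 min RT; ratio 665/615.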
EPAC1 ag – agonists of human EPAC1; O95398; EPAC1 agonist qHTS, biochemical assay; response scale: 100% = response to 6.5 mM cAMP; Potency, µM (doses to about 154 µM), for the others: at the top dose activation, actives largely listed as activators; 360,000 tested, 0.073% active; AID 720707; note: potency is the fitted concentration of half-maximal effect; nearly all actives have a fitted effect of over 60% in size
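Normalized to 6.5 mM cAMP, activity reflects EPAC1-catalysed release of BODIPY-GDP from Rap1B, followed kinetically over 30 min at 480 nm excitation, 540 nm emission. Reaction contained 100 nM EPAC1, 250 nM Rap1B-BODIPY-GDP, 50 uM GDP.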
PLK1 PBD inh – blocks phosphopeptide binding to human PLK1 polo-box domain; 360,000 tested, 2.8% active; Potency, µM, for inactives: max response, negative = inhibition, most hits filed as inhibitors; Plk1 PBD binding of FITC phosphopeptide, fluorescence polarization; note: potency is the fitted concentration of half-maximal effect; series mostly up to about 57 µM; % is set by controls: 0 for no effect and ±100 for the full control effect; nearly all actives have a fitted effect of over 65% in size
EPAC1 antagonist – blocks human EPAC1 exchange factor. O95398. EPAC1 GEF assay, Rap1b-BODIPY-GDP exchange fluorescence. Potency, µM (top dose mostly 115 µM), for inactives: at the top dose activity change, negative = inhibition, most hits filed as inhibitors. 360,000 tested, 0.14% active. AID 720709;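 note: potency is the fitted concentration of half-maximal effect; plate controls were vehicle for no effect and positive control for full effect; nearly all actives have a fitted effect of over 50% in size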
PI5P4K alpha inh – inhibitors of human PI5P4K alpha | max response, % | P48426 | PI5P4Kalpha enzyme, ADP-Glo luminescence, 60 min; stronger effect = lower value | 330,000 tested, 1.2% active | AID 652105; active = max response of -50% or lower; inconclusive = between -30% and -50%; inactive = -30% or higher; note: value at the top dose of about 77 µM; % is set by controls: 0 for no effect and ±100 for the full control effect
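Human PI5P4Kalpha with substrate in 0.038 M HEPES pH 7.4, 0.28 mM EGTA, 0.1% CHAPS, 5% DMSO; reaction started with 5 microM ATP (final), 60 min at room temperature. ADP formed read by ADP-Glo luminescence.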
Mm-Cpn inhibitor – inhibitors of Methanococcus maripaludis chaperonin (MmCpn). purified Mm-Cpn ATPase, ADP Transcreener TR-FRET. Potency, µM (titrated, usually from 76.9 µM), without a hit: at the top dose activity, negative = inhibition, usual class: inhibitors. 330,000 tested, 0.031% active. AID 504842; note: potency is the fitted concentration of half-maximal effect; % is set by controls: 0 for no effect and ±100 for the full control effect; nearly all actives have a fitted effect of over 80% in size
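Reaction buffer contained 30 mM Tris pH 7.4, 100 mM KCl, 5 mM MgCl2 and 1 mM DTT. Mm-CPN (25 nM final) hydrolysed 10 uM ATP over 30 min at 37°C; ADP was read by HTRF.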
Active calls of the source: *; ? = inconclusive; nt = no result given; [ ] = remark or other dose. Unless noted, calls come from the whole dose curve; as a rule, active = well fitted curve in the direction sought with a large enough effect; inconclusive = small, poorly fitted or top-dose-only effect, or another doubt; inactive = no such curve, though single readings can be large; an effect the other way counts as inactive or inconclusive.

Below each compound: WRN helicase inh	EPAC2 antagonist	CCT chaperon mod	EPAC1 ag	PLK1 PBD inh	EPAC1 antagonist	PI5P4K alpha inh	Mm-Cpn inhibitor
- O=C(CSc1nc(-c2ccccc2)ns1)N1CCOCC1
    0%	-9%	1.6	-1%	21µM*	-8%	-9	-1%
- COc1ccc(CCNC(=O)COC(=O)c2cccs2)cc1OC
    5%	10%	-0.8	-1%	0%	10%	1	0%
- CCOC(=O)C(Cc1ccccc1)C(=O)Nc1ccc(N(CC)CC)cc1 (configuration not stated)
    -5%	-4%	-2.5	8%	-1%	1%	10	-1%
- CCC(c1nnnn1C1CCCC1)N1CCN(Cc2ccccc2)CC1 (configuration not stated)
    8%	-5%	0.6	2%	-9%	-3%	-5	1%
- Clc1cccc(CN2CCN(c3ncccn3)CC2)c1Cl
    -2%	-6%	-2.7	7%	-2%	-12%	9	1%
- CCOC(=O)c1c(NC(=O)c2ccccc2C(=O)O)sc2c1CCC2
    0%	-7%	-3.4	0%	-16%	-8%	-18	-1%
- COc1cccc(S(=O)(=O)NCc2ccc(C(=O)Nc3ccc(Cl)cc3)cc2)c1
    -38%	-19%	-1.7	3%	-20%	-4%	3	-2%
- CC(=O)c1cnc2cc(-c3ccccc3)nn2c1C
    1%	1%	-2.3	-4%	1%	9%	nt	-1%
- COc1ccccc1NC(=O)C1=C(C)Nc2nc(CCCO)nn2C1c1ccc2c(c1)OCO2 (configuration not stated)
    -17%[57.1 µM]	13%	-5.3	-7%	-2%	13%	-10	1%
- Cc1nc(-c2cnn(-c3ccccc3)c2)c2cc(C)oc2n1
    -20%	-1%	-0.6	-9%	-12%	-3%	3	-3%
- CCOC(=O)C(NC(C)=O)C(=O)Nc1ccc(C(C)C)cc1 (configuration not stated)
    -15%[57.1 µM]	1%	0.4	2%	-5%	1%	-2	1%
- CC(C)=CC(=O)OCC(=O)Nc1cccc([N+](=O)[O-])c1
    -11%	8%	-3.7	-2%	3%	1%	26	2%
- COc1ccccc1-c1coc2c(CN3C(C)CCCC3C)c(O)ccc2c1=O (configuration not stated)
    -1%	-1%	-1.0	14%	-3%	0%	?	-2%
- COc1ccc(N(C(=O)c2ccco2)C(C(=O)NC2CCCC2)c2cccs2)c(OC)c1 (configuration not stated)
    4%	2%	0.3	3%	0%	1%	-4	-12%
- CCCCc1nc2cc(Cl)ccc2o1
    -3%	-7%	-0.8	-20%	-14%	-11%	-3	0%
- CC(=O)Nc1ccc(S(=O)(=O)N2CCSC2C(=O)O)cc1 (configuration not stated)
    -2%	5%	-0.3	-4%	-2%	11%	nt	-1%
- COc1ccc(S(=O)(=O)N2CCOCC2)cc1NC(=O)c1ccc(OCC(C)C)c(OC)c1
    -2%	-11%	-5.5	-2%	10%	-17%	3	-2%
- Cc1csc(=O)n1CC(=O)OCC(=O)NCc1ccccc1
    -21%	-5%	1.9	-6%	-6%	-25%	5	0%
- CCOC(=O)c1ccccc1NC(=O)CSc1nccn1C
    -1%	-16%	-4.4	-5%	-8%	-2%	15	0%
- c1ccc2c(c1)NCCS2
    -16%	3%	-3.9	-7%	?	-4%	2	0%

Results in EPAC2 antagonist, for four of the compounds above:
Compound	EPAC2 antagonist
COc1ccc(S(=O)(=O)N2CCOCC2)cc1NC(=O)c1ccc(OCC(C)C)c(OC)c1	-11%
Cc1csc(=O)n1CC(=O)OCC(=O)NCc1ccccc1	-5%
CCOC(=O)c1ccccc1NC(=O)CSc1nccn1C	-16%
c1ccc2c(c1)NCCS2	3%

(listing goes on)
Below each compound: WRN helicase inh	EPAC2 antagonist	CCT chaperon mod	EPAC1 ag	PLK1 PBD inh	EPAC1 antagonist	PI5P4K alpha inh	Mm-Cpn inhibitor
- Cc1ccc(-n2c(SCC(N)=O)nnc2-c2cccnc2)c(C)c1
    2%	9%	-0.6	-13%	-4%	-3%	-6	1%
- Cc1cccc(N(C(=O)c2csnn2)C(C(=O)NC(C)(C)C)c2cccs2)c1 (configuration not stated)
    -13%	-4%	-1.0	9%	-6%	-14%	nt	1%
- COc1ccc(S(=O)(=O)N2CCC(C(=O)NC3CC3)CC2)cc1OC
    -23%	4%	-1.5	2%	2%	-13%	-4	0%
- Cc1ccc(C2(C)NC(=O)N(CC(=O)Nc3ccc4c(c3)CCC4)C2=O)cc1 (configuration not stated)
    3%	-15%	-4.5	7%	-10%	-10%	0	1%
- O=C(Nc1ccc2c(c1)C(=O)N(C1CCCCC1)C2=O)C1CCCO1 (configuration not stated)
    -8%	-7%	0.5	2%	-1%	-10%	7	5%
- CCOC(=O)C1=CCN(S(=O)(=O)c2ccccc2F)C1c1ccc(F)cc1 (configuration not stated)
    -2%	-5%	0.8	-15%	0%	-17%	6	nt
- CC(=O)Nc1ccc(-c2ccc(NC(C)=O)cc2)cc1
    ?	0%	-0.6	4%	-6%	-15%	0	0%
- COc1cc(Br)c(/C=C/c2ccc3cccc(O)c3n2)cc1OC
    -4%	1%	-0.6	-12%	-10%	-2%	6	?
- CCCN1CCC(C)(C(=O)Nc2ccccc2Oc2ccccc2)C1 (configuration not stated)
    -2%	10%	-0.3	-8%	0%	-3%	0	nt
- O=C1CCCN1CN(C(=O)c1ccccc1)c1ccc(F)cc1
    -1%	-6%	-1.1	6%	-9%	3%	2	1%
- Cn1cnnc1Sc1ccc(C(=O)NCCC(c2ccccc2)c2ccccc2)cc1[N+](=O)[O-]
    5%	-3%	-3.3	7%	0%	3%	3	0%
- Cc1cc(Nc2ccc(Cl)cc2)nc(NCc2ccccc2)n1
    -24%	-15%	-0.4	11%	2%	-20%	-15	1%
- COc1cccc(NC(=O)c2ccc(-c3ccc([N+](=O)[O-])cc3)o2)c1
    -5%	13%	0.7	5%	-13%	12%	-2	?
- Cc1cc(C)c(C(N)=O)c(Nc2ccc3c(c2)OCCO3)n1
    -19%	-5%	-0.2	4%	-3%	-30%	3	-2%
- CCNC(=O)N(C)C[C@H]1N[C@@](CC)(C(=O)OC)[C@H]2C(=O)N(Cc3ccccc3)C(=O)[C@@H]12
    4%	1%	-0.3	-8%	-12%	-23%	-3	-1%
- Nc1ccc(C(=O)N/N=C/c2sc(N3CCOCC3)nc2-c2ccccc2)cc1
    -23%	-5%	-12	3%	7%	-7%	-7	-3%
- Cc1c(Cl)cccc1NC(=S)Nc1ccc2[nH]c(=O)[nH]c2c1
    4%	13%	-0.4	-1%	?	-5%	-2	-1%
- CC1(C)O[C@@H]2CC3C4C[C@H](F)C5=CC(=O)C=CC5(C)C4C(O)CC3(C)[C@]2(C(=O)CO)O1 (some centres not stated)
    1%	8%	-4.6	-14%	?	-3%	-2	1%
- O=c1cc(-c2ccccc2)oc2cc(O)ccc12
    -6%	0%	-0.1	0%	6%	-4%	-25	nt
- Cc1onc(-c2ccccc2Cl)c1C(=O)N1CCC(C)CC1
    -3%	-10%	-2.4	-4%	-1%	5%	-19	-1%

Reprinted from the part before: two entries, then new ones.
mol,WRN helicase inh,EPAC2 antagonist,CCT chaperon mod,EPAC1 ag,PLK1 PBD inh,EPAC1 antagonist,PI5P4K alpha inh,Mm-Cpn inhibitor
O=c1cc(-c2ccccc2)oc2cc(O)ccc12,-6%,0%,-0.1,0%,6%,-4%,-25,nt
Cc1onc(-c2ccccc2Cl)c1C(=O)N1CCC(C)CC1,-3%,-10%,-2.4,-4%,-1%,5%,-19,-1%
CCC1CSC(=Nc2ccc(C)cc2)N1C(=O)CN1C(=O)NC2(CCCC2)C1=O (configuration not stated),-10%,-10%,-2.0,1%,0%,-9%,4,2%
COc1ccc(NC(=O)COC(=O)Cc2ccsc2)c(OC)c1,-1%,8%,-1.9,-10%,-3%,1%,-8,0%
Cc1cc(C)c(NC(=O)c2cc(C(=O)O)ccc2C(=O)O)c([N+](=O)[O-])c1,14%,-5%,-0.4,-14%,-16%,7%,-3,-7%
O=C(/C=C/c1ccccc1)NNc1ccc(Cl)cc1,8%,2%,-2.3,-2%,-10%,2%,-9,0%
Cc1ccc(N2CCN(C(=O)C(=O)c3ccc(F)c(F)c3)CC2)cc1,-14%,?,nt,-6%,-16%,-26%,5,nt
CC1=NCC(C)c2c1[nH]c1ccccc21 (configuration not stated),-21%,-1%,-0.7,12%,-7%,-8%,-14,-2%
Cc1ccc(S(=O)(=O)CCC(=O)Nc2nnc(-c3cccs3)o2)cc1,-9%,0%,2.5,-37%[inhibitor],-5%,-17%,-8,0%
COc1ccc(N=C2SC(CC(=O)Nc3ccccc3F)C(=O)N2Cc2ccco2)cc1 (configuration not stated),-17%,0%,-2.3,10%,2%,-6%,-6,2%
CC(=O)Nc1nc(-c2ccc(-c3ccccc3)cc2)cs1,-3%,-2%,-1.5,8%,-1%,11%,-3,nt
O=C1/C(=C/c2ccccc2)CCCc2ccccc21,-7%,-10%,-1.6,0%,-18%,-7%,11,0%
Cn1c(=O)c2cn3c(c2n(C)c1=O)C(c1ccccc1)CC(c1ccccc1)=N3 (configuration not stated),-5%,4%,-13,6%,?,2%,1,nt
COc1ccc(C(=O)Nc2cc3c(cc2OC)CCCC3)cc1Br,0%[57.1 µM],-1%,-0.8,11%,0%,-15%,24,-2%
CCN(CC)CC(=O)Nc1nc(-c2ccc(Cl)cc2)cs1,-9%,-10%,0.1,12%,1%,-9%,19,-4%
Cc1cc(Nc2nc(Cl)c(Cl)cc2Cl)n(-c2ccccc2)n1,-3%,-28%,-0.7,-3%,2%,-14%,1,0%
COCCCn1c(=O)c2ccccc2n(Cc2ccccc2)c1=O,-8%,-16%,-0.9,3%,-8%,-15%,3,-6%

Only part of the results is shown; rates above refer to the full screens.
